Screens from PubChem BioAssay.
AddAB inh = less growth of phage-infected E. coli with AddAB. E. coli expressing H. pylori AddAB, absorbance growth. inhibition, % at 11.9 µM. 330,000 tested, 0.29% active. AID 435030; in the data active = inhibition above about 12%;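 also: 0% = vehicle wells of infected cells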
Ecoli viability = counter-screen for AddAB inhibitors: E. coli growth inhibition | AID 449728 | 330,000 tested, 0.27% active | inhibition, % at 11.9 µM | E. coli V3065 growth, OD600 absorbance, 18 h;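 active = inhibition above the campaign's mean inhibition across all tested compounds plus 3 SD, cut at about 9.9% in these data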;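 also: uninfected addAB+ strain grown without phage in ampicillin broth; 0% = DMSO wells and 100% = ciprofloxacin 0.95 µg/ml wells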
HTR5A ag ctr = HTR5A agonism, opioid heterodimer counter-screen | P47898 | HTR5A agonist assay, luminescence, cell-based | 340,000 tested, 0.61% active | activation, % at 9.3 µM | AID 504692; in the data active = activation mostly above about 9.5%, no sharp cut-off; inactive = mostly below about 7.6%;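 also: 0% = cells with vehicle only and 100% = reference agonist; strong numbers were not always called active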
PKA-R1A act = activates the PKA-R1A holoenzyme complex | activation, % at 11.4 µM | 340,000 tested, 0.083% active | AID 504707 | PKA-R1A dissociation, Cy5-IP20 fluorescence polarization; scaled: DMSO 0%, 113 µM cGMP 100%;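 active = percent activation above the mean of all tested compounds plus 3 SD, cut at about 19% in these data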;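 also: higher means more PKAc released from R1A so a rise in polarization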
PfHsp90 set2 = reduces growth (ATP signal) of yeast expressing P. falciparum Hsp90; S. cerevisiae expressing PfHsp90, BacTiter-Glo ATP, 48 h; yeast lacking PDR1 and PDR3 efflux regulators; inhibition, % at 9.4 µM; 310,000 tested, 0.32% active; AID 504621;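 active = every replicate shows inhibition above about 80%, whatever the replicate mean, limit read from the data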;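 also: 0% = DMSO neutral controls and 100% = 20 µM radicicol positive controls; yeast relying on Plasmodium falciparum Hsp90 in place of its own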
DSG3 Ab inh = blocks pemphigus antibody binding to human desmoglein-3. 310,000 tested, 0.48% active. P32926. DSG3-coupled beads, scFv-anti-DSG3-GFP binding, flow cytometry; active compounds read low. AID 588358. binding (percent of control), % at 10 µM;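 active = binding more than 3 SD below its plate's average and above zero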;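 also: hits lower antibody fragment binding to DSG3; some compounds called inactive have numbers as strong as hits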
MOR-DOR ag = agonists of human mu-delta opioid receptor heterodimerization. cells, OPRM1-OPRD1 heterodimerization, luminescence. activation, % at 9.3 µM. 340,000 tested, 0.3% active. AID 504326. P35372+P41143; in the data active = activation above about 18%;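 also: 0% = vehicle-treated cells and 100% = reference agonist; values of inactives mirror those of a sister screen read the other way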
Target sequence (P35372 whole entry, looked up): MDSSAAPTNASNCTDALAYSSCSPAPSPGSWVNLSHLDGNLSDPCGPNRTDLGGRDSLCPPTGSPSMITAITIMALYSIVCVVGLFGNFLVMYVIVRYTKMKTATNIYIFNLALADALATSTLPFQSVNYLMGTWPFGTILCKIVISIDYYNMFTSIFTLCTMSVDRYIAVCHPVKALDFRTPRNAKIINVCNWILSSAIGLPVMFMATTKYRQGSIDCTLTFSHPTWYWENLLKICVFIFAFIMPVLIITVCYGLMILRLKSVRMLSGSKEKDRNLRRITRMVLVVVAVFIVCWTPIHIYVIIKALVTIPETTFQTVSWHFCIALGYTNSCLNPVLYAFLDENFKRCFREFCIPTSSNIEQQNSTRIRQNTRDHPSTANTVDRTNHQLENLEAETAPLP
Target sequence (P41143 whole entry, looked up): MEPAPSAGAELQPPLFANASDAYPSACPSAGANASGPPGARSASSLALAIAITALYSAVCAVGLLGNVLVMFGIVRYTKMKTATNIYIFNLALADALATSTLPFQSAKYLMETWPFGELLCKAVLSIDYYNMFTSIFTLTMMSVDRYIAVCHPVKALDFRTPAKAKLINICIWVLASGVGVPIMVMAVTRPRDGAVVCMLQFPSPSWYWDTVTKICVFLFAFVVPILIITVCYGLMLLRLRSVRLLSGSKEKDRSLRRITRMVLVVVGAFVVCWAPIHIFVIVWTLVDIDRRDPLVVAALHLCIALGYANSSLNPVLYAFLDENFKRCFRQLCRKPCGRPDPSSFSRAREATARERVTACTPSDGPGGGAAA
Mot1-301 SUMO = blocks SUMOylation pathway, rescuing yeast Mot1-301 growth; growth rescue, % at 18.8 µM; S. cerevisiae Mot1-301 growth rescue, ATP luminescence, 38.5C; percent above DMSO median, 100 means doubled; 320,000 tested, 1% active;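 active = every valid replicate shows activation above 250% relative to neutral control wells; inactive = the rest, any valid replicate at or below 250%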;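 also: OY570 slx delta 5 strain wells were the positive control but not used for scaling; some compounds called inactive have numbers as strong as hits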
HTR5A inv ag = HTR5A inverse agonism, opioid heterodimer counter-screen; 340,000 tested, 0.083% active; HTR5A cell line, luminescence; P47898; inhibition, % at 9.3 µM; in the data active = inhibition mostly above about 23%, no sharp cut-off; inactive = mostly below about 18%;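 also: 0% = cells with DMSO and 100% = no-cell wells with DMSO; some compounds called inactive have numbers as strong as hits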
OPRM1-OPRD1 inv = mu-delta opioid heterodimer inverse agonism; inhibition, % at 9.3 µM; 340,000 tested, 0.21% active; cell-based MOR-DOR heterodimer luminescence; in the data active = inhibition above about 22%, passing the limit was not always enough;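 also: 0% = cells with DMSO and 100% = wells without cells with DMSO; values of inactives mirror those of a sister screen read the other way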
phage Ecoli inh = E. coli growth loss with phage present | 360,000 tested, 0.26% active | growth absorbance | inhibition, % at 11.9 µM | AID 651602; in the data active = inhibition above about 11%
Starred values were filed as active, the others as inactive; nt = no result given.

SMILES	AddAB inh	Ecoli viability	HTR5A ag ctr	PKA-R1A act	PfHsp90 set2	DSG3 Ab inh	MOR-DOR ag	Mot1-301 SUMO	HTR5A inv ag	OPRM1-OPRD1 inv	phage Ecoli inh
Cc1ccc(SCC(=O)NC(C)c2ccccc2)cc1 (stereo not given)	2.4	2.1	2	-4	13	123	-0.3	2	-8	1	3.9
Cc1cccc(C)c1NC(=O)C[n+]1cc(-c2ccccc2)n2c1CCC2	-0.6	-0.2	-3	6	1	112	-2.0	8	-13	10	3.0
CC(C)(C)OC(=O)N(CCc1ccccc1)Cc1ccccc1OCc1cccc(NC(=O)C2CC2)c1	nt	nt	2	-7	1	107	-1.5	nt	-6	7	4.0
Cc1ccc(C2(c3noc(CN4CCOCC4)n3)CCCC2)cc1	1.6	-0.5	2	2	13	103	-1.9	-29	-1	10	-0.2
CCOC(=O)c1[nH]ncc1CN1CCCC(C(=O)c2cc(Cl)ccc2OC)C1 (stereo not given)	-0.3	-0.5	3	-4	-15	96	1.5	8	-7	-7	5.0
Cc1ccc(-n2[nH]c(C)c(C=Nc3ccc4[nH]c(=O)[nH]c4c3)c2=O)cc1C	0.5	-2.6	22*	2	20	97	25*	-16	-42	-114	-0.4
COCCN1C(=O)c2ccccc2C(C(=O)NCCN(C)C)C1c1ccc(F)cc1 (stereo not given)	0.7	0.7	1	-12	nt	nt	2.0	362	-4	-11	3.2
Cc1ccc(Nc2n[nH]c(C)c2[N+](=O)[O-])cc1	3.4	-3.0	-2	2	-41	105	-2.1	-13	18	9	4.0
CC(C)(C)N(NC(=O)OCc1ccccc1)C(=O)c1ccccc1Cl	3.7	-1.0	2	-3	45	87	-2.6	-13	-7	13	3.0
CC(C)Cn1c(SCC#N)nc2ccccc2c1=O	-0.4	-2.3	-4	-5	17	93	-2.9	-1	13	16	2.1
CCN(CC)c1cc(Cl)nc(N)n1	-1.8	-2.9	3	4	10	98	-1.0	35	-15	5	2.6
O=C(Nc1ccc(-c2nnc(-c3ccco3)o2)cc1)C(c1ccccc1)c1ccccc1	1.3	1.4	-5	0	1	109	4.2	-7	-3	-24	1.8
CCNC(=O)NC(=O)C(C)OC(=O)Cc1coc2cc3c(cc12)CCC3 (stereo not given)	0.2	-1.7	-2	-7	-11	101	0.8	182	21	-4	3.2
Cc1cccc(C(=S)N2CCOCC2)n1	0.7	-0.2	-5	-7	7	99	-4.2	-4	12	17	0.2
Cc1ccc([N+](=O)[O-])cc1S(=O)(=O)Nc1ccc(C(=O)N2CCN(C(=O)c3ccco3)CC2)cc1	0.8	2.1	-2	3	8	89	-0.6	-2	8	3	2.6
CC1CN(C2CCCCC2)C(=S)NC1=O (stereo not given)	nt	nt	3	-4	nt	93	-2.3	nt	-11	12	-1.5
Cn1c(NNC(=O)c2ccccc2F)cc(=O)n(C)c1=O	3.7	0.2	0	2	-17	91	-4.4	-13	26	23	2.4
COc1ccc(S(=O)(=O)N2CCN(CC(=O)Nc3cccc(F)c3)CC2)cc1	3.8	0.2	-2	-6	1	91	1.6	-8	4	-8	3.9
CCc1ccc(NC(=O)C(=O)N/N=C(\C)CC(=O)NCCOC)cc1	1.5	2.4	-3	-3	-16	106	-1.3	nt	-6	7	2.6
CCCCc1nc2cc(C(=O)NCc3cn(C)nc3C)ccc2o1	0.8	0.4	6	-4	-7	nt	-1.8	31	-19	9	0.6
CCN(CC)C(=O)C1CCCN(c2ccc([N+](=O)[O-])cc2/C=N/NC(=O)c2ccccc2)C1 (stereo not given)	0.8	-0.3	0	-1	11	97	-3.2	6	-6	20	-1.1
Cc1onc(-c2c(F)cccc2Cl)c1C(=O)NCc1ccc(S(N)(=O)=O)cc1	-0.4	-1.9	-4	1	-14	100	0.4	89	9	-2	0.5
Cc1ccnc(NS(=O)(=O)c2ccccc2)c1	4.3	1.1	3	-6	-9	108	-1.5	96	-5	8	2.8
CC(=O)c1ccc(C(=O)N2CCc3c([nH]c4ccccc34)C2c2cccc(C)n2)s1 (stereo not given)	0.9	-2.8	-3	3	30	93	1.9	-30	-8	-10	2.7
O=C(CC1CCCC1)NCCc1cn2ccccc2n1	-1.9	-2.0	3	3	16	103	-0.3	2	3	1	2.2
Cc1ccc(NC(=O)C2CCN(C(=O)[C@@H]3Cc4ccccc4CN3)CC2)c(C)c1	2.6	-1.3	1	-11	25	96	0.1	3	1	-1	1.6
O=C(O)c1[nH]c2ccc(Br)cc2c1CCN1C(=O)c2cccc([N+](=O)[O-])c2C1=O	-0.8	-0.9	3	-11	10	99	2.4	-4	4	-12	-1.9
NS(=O)(=O)c1cccnc1Nc1c(Cl)cccc1Cl	3.7	1.1	2	1	-23	103	-1.7	2	-6	8	3.7
COc1ccc(CC(=O)N2CCN(c3ccccc3F)CC2)cc1OC	2.5	0.8	0	-2	1	95	-0.1	2	-1	0	2.6
CCCc1cc(=O)oc2cc(OCC(=O)N3CCOCC3)c(Cl)cc12	2.2	1.8	0	8	24	106	0.6	0	-6	-4	-1.0
Cc1ccc(NC(=O)Nc2cnccn2)c(C)c1	3.8	1.5	10	5	-27	101	-3.3	131	-23	17	3.9
Cc1ccc(S(=O)(=O)N/N=C\C=C\c2ccccc2)cc1	0.9	-2.0	38*	-15	6	119	2.0	30	-74	-12	1.6
C#CCOCCOCCOCCNc1nc(N2CCN(C(=O)C([C@@H](C)CC)n3cc(C(N)Cc4ccc(O)cc4)nn3)CC2)nc(N2CCN(C(=O)[C@H](CCC(=O)O)n3cc(C(N)Cc4ccc(O)cc4)nn3)CC2)n1 (stereo not given in full)	1.3	-1.4	2	-3	3	104	-2.6	-10	-1	15	nt
Cc1c(C2(O)CCCCC2)[nH]c2ccc(C(F)(F)F)cc12	3.4	2.0	5	-6	49	107	8.3	301*	-14	-46	4.4
O=c1oc(-c2ccc([N+](=O)[O-])cc2)nc2ccc(O)cc12	5.0	4.4	2	1	-18	94	5.4	4	-7	-27	6.2
COc1cc(C(=O)Nc2nnc(SCC(=O)NCC3CCCO3)s2)cc(OC)c1OC (stereo not given)	-0.1	-0.3	2	18	-10	104	-2.9	14	6	9	0.6
COc1ccc(NC(=O)CN2CCc3ccccc3C2)cc1	nt	nt	0	-5	3	101	1.9	nt	-2	-9	-0.8
Cc1cc(=O)n(CC=C(Cl)Cl)c2ccccc12	-1.1	-0.1	-3	10	nt	95	0.3	12	19	-2	1.9
Cc1csc(NC(=O)C2CCCN(S(=O)(=O)c3ccc(Br)s3)C2)n1 (stereo not given)	2.8	1.8	5	-10	13	103	4.6	3	-10	-20	0.5
Cc1ccc(S(=O)(=O)N2CCC(C(=O)OCc3c(C)noc3C)CC2)cc1C	3.6	-0.7	11	0	1	103	-0.9	6	-32	6	4.1
CCC(C)(C)NC(=O)Nc1cc(Cl)ccc1OC	0.1	-0.3	4	3	-3	83	-2.3	-20	14	11	3.2
CCN(CC)CC(=O)Nc1ccc(C)cc1Br	5.2	-0.6	9	-2	-14	114	0.8	0	2	-3	3.1
Cc1cc(NS(=O)(=O)c2ccc(NC(=O)C(CC(C)C)N3C(=O)c4ccccc4C3=O)cc2)nc(C)n1 (stereo not given)	1.3	0.8	2	-9	4	98	-3.4	-19	-5	17	1.8
CCOC(=O)C1=C(N)OC2=C(C(=O)CC(C)(C)C2)C1c1ccccc1OCC#N (stereo not given)	4.5	-1.3	10	3	15	86	-2.8	-18	4	14	3.1
COCCCNC(=O)C(=O)NC1CCCCCC1	4.2	1.1	1	-8	-10	107	-0.3	-1	36	2	2.4
Cc1ccccc1NC(=O)Nc1ccc(C(F)(F)F)cc1	8.5	6.6	-1	-1	-24	91	8.9	10	-14	-42	9.1
Cn1c(=O)cc(N2CCCCC2)[nH]c1=O	2.9	0.8	-1	3	-5	108	-0.8	17	-7	4	2.8
O=C(CCN1C(=O)c2ccccc2C1=O)Nc1ccc(S(=O)(=O)NC2=NCCCCC2)cc1	1.3	-3.0	8	-11	-2	nt	-1.5	-11	-8	8	-0.1
Cc1ccc(C2C(C#N)=C(N)N(c3cccnc3)C3=C2C(=O)CCC3)s1 (stereo not given)	0.0	0.5	2	-19	-3	108	0.7	-9	-4	-4	5.1
COc1ccc(/C(C)=N/NC(=O)CNC(=O)C(c2ccccc2)c2ccccc2)c(OC)c1	0.9	-0.2	3	3	-12	nt	0.8	42	-12	-4	2.3

Going on with the list.
SMILES	AddAB inh	Ecoli viability	HTR5A ag ctr	PKA-R1A act	PfHsp90 set2	DSG3 Ab inh	MOR-DOR ag	Mot1-301 SUMO	HTR5A inv ag	OPRM1-OPRD1 inv	phage Ecoli inh
Nc1nc(Nc2ccccc2Cl)cc(=O)[nH]1	1.4	-0.5	-1	4	-11	97	-0.2	-3	5	1	2.5
O=C(CSc1ncn[nH]1)Nc1ccccc1Sc1ccc(Cl)cc1	1.3	1.5	4	8	-4	nt	-0.9	10	-13	5	4.2
COc1ccc(/C=N/Nc2nc(=O)[nH]nc2C)cc1[N+](=O)[O-]	5.2	-0.9	-5	-9	2	97	-4.0	4	3	19	1.6
COC(=O)c1ccc(NC(=O)C(=O)N2CCN(C(=S)NCCc3ccccc3)CC2)cc1	3.2	-0.9	1	-14	0	84	1.3	20	6	-7	1.4
COc1ccccc1NC(=O)CON=C(N)CC(=O)NC1CCCCC1	1.6	-3.3	2	-12	-8	102	-4.9	-1	-1	19	3.0
CCCOc1cccc(C2C(C(=O)c3ccco3)=C(O)C(=O)N2CCN(CC)CC)c1 (stereo not given)	1.0	1.5	2	-6	nt	105	0.0	112	-15	0	0.8
CC(C)(C)c1ccc(NC(=O)C(=O)C2C(=O)Nc3ccccc32)cc1 (stereo not given)	-0.9	-0.6	3	-3	-6	102	-1.2	11	-18	7	2.0
O=C(NCc1ccco1)C(c1ccccc1)N(C(=O)Cc1cccs1)c1ccccc1 (stereo not given)	0.0	-0.4	2	15	3	94	3.1	-1	1	-18	2.1
Cc1ccc(-n2nnc(-c3nccn3C)n2)cc1	-2.7	-0.9	-1	-14	4	101	-0.7	-21	4	4	1.4
Cc1ccc(N=Nc2ccc(C)cc2NC(=O)Nc2ccccc2F)cc1	-0.9	-3.2	-2	1	0	92	-1.4	9	6	7	1.2
O=C(O)CC(CC(=O)N1CCOCC1)c1ccccc1 (stereo not given)	-0.7	-2.2	-1	-9	9	94	-1.1	-13	5	6	0.4

An excerpt of these results, with values under each structure:
Values in the order – AddAB inh, Ecoli viability, HTR5A ag ctr, PKA-R1A act, PfHsp90 set2, DSG3 Ab inh, MOR-DOR ag, Mot1-301 SUMO, HTR5A inv ag, OPRM1-OPRD1 inv, phage Ecoli inh
CCCOc1cccc(C2C(C(=O)c3ccco3)=C(O)C(=O)N2CCN(CC)CC)c1 (stereo not given)
→ 1.0, 1.5, 2, -6, nt, 105, 0.0, 112, -15, 0, 0.8
O=C(CSc1ncn[nH]1)Nc1ccccc1Sc1ccc(Cl)cc1
→ 1.3, 1.5, 4, 8, -4, nt, -0.9, 10, -13, 5, 4.2
O=C(NCc1ccco1)C(c1ccccc1)N(C(=O)Cc1cccs1)c1ccccc1 (stereo not given)
→ 0.0, -0.4, 2, 15, 3, 94, 3.1, -1, 1, -18, 2.1
